# Compound activity: PubChem, several laboratories
# FXIa inh 1536 – blocks human coagulation factor XIa protease activity; purified FXIa, Boc-Glu-Ala-Arg-AMC fluorogenic substrate; inhibition, % at 5 µM; 0.14% of 220,000 active; AID 798;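 active = inhibition of at least 40%; inactive = inhibition below 40%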;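 also: fluorescence of freed AMC excited at 355 nm; 0% = enzyme without compound and 100% = no enzyme blank; many of its hits are not listed in these tables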
# Target sequence (P03951 19-387 limits assumed): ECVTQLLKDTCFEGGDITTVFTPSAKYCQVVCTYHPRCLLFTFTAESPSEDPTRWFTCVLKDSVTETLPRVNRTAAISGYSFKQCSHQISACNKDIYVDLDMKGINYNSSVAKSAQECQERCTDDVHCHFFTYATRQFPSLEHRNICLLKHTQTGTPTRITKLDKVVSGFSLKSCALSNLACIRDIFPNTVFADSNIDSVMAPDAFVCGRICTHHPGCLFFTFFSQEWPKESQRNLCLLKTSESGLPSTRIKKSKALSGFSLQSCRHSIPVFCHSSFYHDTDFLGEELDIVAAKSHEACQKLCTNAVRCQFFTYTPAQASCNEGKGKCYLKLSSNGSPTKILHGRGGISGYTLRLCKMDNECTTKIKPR
# Target sequence (P03951 388-625 limits assumed): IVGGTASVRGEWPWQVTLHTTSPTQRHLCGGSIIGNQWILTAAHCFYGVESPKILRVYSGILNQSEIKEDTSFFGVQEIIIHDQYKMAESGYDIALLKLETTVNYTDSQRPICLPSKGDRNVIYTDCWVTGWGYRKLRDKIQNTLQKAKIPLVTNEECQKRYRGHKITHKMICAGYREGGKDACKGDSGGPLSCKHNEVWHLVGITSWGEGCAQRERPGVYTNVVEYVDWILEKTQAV
# Wee1 degr inh – blocks degradation of human Wee1 kinase; P30291; HeLa Luc-Wee1K328M stability, luciferase luminescence; 100% = proteasome inhibitor MG132 effect; reporter increase, % at 5 µM; 1.2% of 220,000 active; AID 1321;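 active = activation above the mean of all tested compounds plus 3 SD, set per screening run, cut at about 8.8% in these data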;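 also: cells exposed to compound for 20 h before luminescence read; 0% = DMSO alone and 100% = MG132 at 30 µM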
# KCC2 mod – KCC2 (human) Cl- transport modulation; KCC2 cells, thallium flux FluoZin-2 fluorescence; B-score of Tl+ flux slope (higher = more flux/activation; lower = inhibition) at 10 µM; Q9H2X9; 2.2% of 190,000 active;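 active = thallium flux slope and its plate-corrected score both differing from the plate sample mean at a set confidence after two filtering rounds, in either direction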;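 also: slope of fluorescence scaled to starting intensity during 10 to 20 s after thallium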
# Thrombin inh – thrombin (human) inhibition. 0.26% of 220,000 active. AID 1046. alpha-thrombin, Boc-VPR-AMC fluorogenic substrate cleavage. inhibition, % at 5 µM. P00734;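 active = inhibition at or above 40%; inactive = inhibition below 40%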;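 also: 0% = enzyme with no compound and 100% = wells without enzyme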
#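 System: Human alpha-thrombin protein | Medium: pH 7.5 Tris (50 mM) with NaCl 150 mM, Tween 20 0.05% | Times: Enzyme reaction carried out at room temperature | Detection: AMC fluorescence, 355/460 nm | Evaluation: Percent inhibition scaled between no-compound controls and no-enzyme blanks | Benchmarks: Enzyme without compound as high, wells lacking enzyme as low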
# p97 inhibitor – inhibitors of human p97 ATPase; recombinant p97 ATPase, Kinase-Glo ATP luminescence, 3 h; inhibition, % at 8 µM; 0.42% of 220,000 active; P55072; in the data active = inhibition above about 15%;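 also: 0% = DMSO vehicle and 100% = wells lacking enzyme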
# hK5 inh – blocks human kallikrein 5 protease activity; Q9Y337; inhibition, % at 5 µM; 0.59% of 210,000 active; AID 873; recombinant hK5, fluorogenic AMC substrate cleavage;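 active = inhibition of 40% or more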;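 also: 0% = enzyme controls without compound and 100% = no-enzyme blanks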
# Target sequence (Q9Y337 67-293 limits assumed): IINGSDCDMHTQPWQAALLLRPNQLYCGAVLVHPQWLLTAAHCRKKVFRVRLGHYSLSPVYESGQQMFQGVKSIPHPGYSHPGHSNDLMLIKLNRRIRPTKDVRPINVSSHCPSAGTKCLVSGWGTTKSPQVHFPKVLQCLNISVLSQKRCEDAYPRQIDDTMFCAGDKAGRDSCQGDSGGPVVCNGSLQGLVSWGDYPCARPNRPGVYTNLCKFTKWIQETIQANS
# FXIIa inh – inhibitors of human coagulation factor XIIa; purified FXIIa, Boc-QGR-AMC fluorogenic substrate, 2 h; AID 800; 0.3% of 220,000 active; inhibition, % at 5 µM; P00748; in the data active = inhibition above about 40%;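 also: 0% = enzyme with no compound and 100% = blank without enzyme; many of its hits are not listed in these tables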
# PERK inh – blocks human PERK kinase. Q9NZJ5. CHO PERK-DD fusion, SEAP luminescence translation reporter. inhibition, % at 5.6 µM. 0.17% of 220,000 active. AID 1416;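 active = inhibition above the mean inhibition of all tested compounds plus 3 SD, set separately per screening campaign, cut at about 2.9% in these data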;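 also: PERK kinase domain activated by AP20187 dimerizer at 100 nM; 0% = DMSO with dimerizer and 100% = rapamycin at 8.4 µM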
# Furin inhibitor – blocks human furin protease activity. inhibition, % at 30 µM. purified furin, fluorogenic substrate cleavage. 0.061% of 220,000 active; in the data active = inhibition above about 25%; also: inactives centre near -15
# Numbers without * were called inactive; · = no result given; [ ] = remark or other dose.
# Each structure is followed by: FXIa inh 1536	Wee1 degr inh	KCC2 mod	Thrombin inh	p97 inhibitor	hK5 inh	FXIIa inh	PERK inh	Furin inhibitor
1	COc1ccccc1N1CCN(C(=O)CN(c2cc(C)cc(C)c2)S(C)(=O)=O)CC1
→ 4	-2	-0.35	2	2	21	15	-0.4	-29
2	Cc1ccc(NC(=O)C[n+]2ccn(C3=C([O-])c4ccccc4C3=O)c2)cc1
→ -4	6	-0.58	-2	3	-5	-3	0.2	-10
3	Cc1nc2c(-c3ccccc3)c(C)nn2c(C)c1CCC(=O)NC(C)CCc1ccco1 (stereo unspecified)
→ -1	1	·	-5	-5	0	14	-0.7	-11
4	O=C1CC(N2CCN(Cc3ccccc3)CC2)C(=O)N1c1ccccc1 (stereo unspecified)
→ 2	-3	-1.8	2	0	-3	17	1.5	-24
5	COc1cc(O)c(CCO)c2c1C(=O)C[C@@H](C)O2
→ 3	-2	0.34	2	4	3	11	1.6	-21
6	COc1ccc(-c2nnc3ccc(SCC(=O)NCc4ccco4)nn23)cc1OC
→ -10	-1	-0.59	2	7	-29	10	-0.6	-28
7	O=C(N/N=C\c1ccc(COc2ccc([N+](=O)[O-])cc2)o1)c1cccc(Cl)c1
→ 6	4	-0.43	-1	5	-16	13	0.5	-20[20 µM]
8	COc1cc(C(=S)N2CCOCC2)ccc1OC(=O)Cc1ccc(F)cc1
→ 6	1	-4.8*	1	7	6	14	0.8	-17
9	O=C(Nc1ccccc1Cl)N1CCN(c2ccccn2)CC1
→ -7	0	0.26	-4	-5	-10	-1	0.5	-8[20 µM]
10	Cc1cc(C)cc(NC(=O)COC(=O)CCCNC(=O)c2ccc(Cl)cc2)c1
→ -1	-2	-0.65	-11	4	-2	10	0.3	-14
11	CN(C(=O)CSc1nc2cc(Cl)ccc2c(=O)n1Cc1ccco1)C1CCS(=O)(=O)C1 (stereo unspecified)
→ -5	-1	12*	0	3	-10	1	-0.3	-19
12	O=C(CCC1CCCC1)N1CCN(C(=O)C2CC2)CC1
→ 1	-1	0.087	-2	-3	1	10	-0.2	-9[20 µM]
13	CCOC(=O)c1c(CSc2ccc(C)cc2)oc2ccc(O)cc12
→ 5	1	-0.16	-6	3	-16	14	-0.1	-5
14	COc1ccc(CCNC(=S)Nc2cccc(C)c2)cc1
→ 1	2	·	6	1	-8	6	-1.0	-23[20 µM]
15	Fc1cccc(CSc2nc3ncccc3[nH]2)c1
→ 9	-3	-0.24	-1	2	-3	17	0.8	-18[20 µM]

# By substructure, the entries above containing fluorine (2)
# Each structure is followed by: FXIa inh 1536	Wee1 degr inh	KCC2 mod	Thrombin inh	p97 inhibitor	hK5 inh	FXIIa inh	PERK inh	Furin inhibitor
8	COc1cc(C(=S)N2CCOCC2)ccc1OC(=O)Cc1ccc(F)cc1
→ 6	1	-4.8*	1	7	6	14	0.8	-17
15	Fc1cccc(CSc2nc3ncccc3[nH]2)c1
→ 9	-3	-0.24	-1	2	-3	17	0.8	-18[20 µM]

# Later entries
# Each structure is followed by: FXIa inh 1536	Wee1 degr inh	KCC2 mod	Thrombin inh	p97 inhibitor	hK5 inh	FXIIa inh	PERK inh	Furin inhibitor
16	O=C(Nc1ccc(S(=O)(=O)N2CCCCCC2)cc1)C1CCCO1 (stereo unspecified)
→ -6	-3	0.48	-10	2	-14	-2	-0.2	-17[20 µM]
17	Cc1cc(C)n2nc(-c3sccc3-n3c(C)ccc3C)cc2n1
→ -32	0	0.31	4	-2	-17	11	-0.8	-8
18	COc1ccc(OC)c(S(=O)(=O)N2CCC(C(=O)N(C)Cc3ccccc3)CC2)c1
→ -2	-1	-2.3	-6	-6	-2	8	-1.5	-12
19	CCN1CCc2c(OCC(=O)N3CCCc4ccccc43)cccc2C1=O
→ -4	0	-0.35	0	3	-5	3	-0.2	-13
20	CCN=C1Sc2nc3ccc(OCC)cc3cc2CN1CCOC
→ -3	1	-1.4	-3	0	-9	2	-1.1	-12[20 µM]
21	C=CCC1CCCCC12NC(=O)NC2=O (stereo unspecified)
→ 0	0	-0.017	7	3	1	5	1.7	-25
22	COc1ccc(CCC(=O)Nc2nc3ccccc3[nH]2)cc1OC
→ -2	1	-0.16	0	0	-2	16	-0.6	-19[20 µM]
23	c1coc(Cn2nnnc2CN2CCN(C3CCCCC3)CC2)c1
→ -2	2	0.86	-10	3	-4	0	0.9	-26
24	O=C(CNC(=O)c1ccc(S(=O)(=O)N2CCCC2)cc1)N/N=C/c1ccco1
→ -5	-2	-0.44	-14	-5	-1	5	0.0	-11
25	O=C(NCc1ccccn1)c1cn(CCc2ccccc2)nn1
→ 4	0	·	-1	4	2	9	0.0	-17
26	Cc1ccc(NC(=O)c2cc(N3C(=O)C=CC3=O)ccc2Cl)cc1C
→ 7	3	-0.38	-5	1	-12	16	1.1	-16
27	Cc1cc(Cl)ccc1NC(=S)N1CCN(C(=O)C2CCCO2)CC1 (stereo unspecified)
→ 8	1	0.58	-10	5	-14	7	0.6	-36
28	Cc1ccc(S(=O)(=O)NC2CCC(C(=O)O)CC2)cc1 (stereo unspecified)
→ -5	-1	·	-9	3	-18	-12	0.3	-32[20 µM]
29	COc1ccccc1/C=N/N1C(=O)C2C3C=CC(CC3)C2C1=O (stereo unspecified)
→ -5	-1	0.3	-12	6	-2	0	0.6	-3
30	COc1ccc(C(=O)COC(=O)c2cccnc2SC)cc1
→ -3	-2	0.63	1	2	-3	6	1.7	-17
31	COC(=O)c1cc(-c2ccc(OC)c(OC)c2)on1
→ 1	-1	-1.2	-3	-2	-31	1	0.7	-4
32	O=C(c1ccccc1)c1ccc(N2CCCC2)cc1
→ 0	3	·	-1	-7	-1	10	0.1	5
33	COn1c(=O)c(=O)n(OC)c2ccccc21
→ -5	7	-0.49	-2	4	-12	4	1.6	-11[20 µM]
34	CCOc1ccc(C(=O)N2CCN=C2SC)cc1OCC
→ 1	-2	·	-1	7	-10	17	1.4	-28
35	Cn1c(NCC(O)c2ccccc2)nc2c1c(=O)n(Cc1ccc(Cl)c(Cl)c1)c(=O)n2C (stereo unspecified)
→ ·	-3	-0.57	·	-2	·	·	0.8	-19[20 µM]
36	CN(CC(=O)Nc1ccccc1Cl)C(=O)CSc1nnc(-c2ccco2)o1
→ 2	0	-4e-05	-4	1	-25	-6	0.9	-30
37	CNCC(O)COc1cccc(OC)c1 (stereo unspecified)
→ -7	11*	0.063	7	4	-4	4	0.5	-10
38	CC(=O)Nc1cccc(Oc2ncnc3scc(-c4ccc(C)cc4)c23)c1
→ 3	-1	-0.58	-4	-5	-7	9	0.0	-20
39	Cc1c(C(=O)C(=O)NCC2CCCO2)c2ccccc2n1C (stereo unspecified)
→ 24	-1	0.66	-10	-7	18	13	0.3	-6
40	O=C(CSc1ccc(-c2ccc(F)cc2)nn1)Nc1ccc2c(c1)OCCO2
→ 8	-1	-1.3	-5	-1	-4	8	0.9	-23
41	S=C(Nc1cccc2ccccc12)NC1CCCCC1
→ 5	8	-0.0035	·	3	1	8	0.9	-31
42	CCN(c1cccc(C)c1)S(=O)(=O)c1cccc(C(=O)O)c1
→ 0	-3	·	-6	0	14	9	0.2	-22[20 µM]
43	COc1ccc(/C=N/NC(=O)c2ccco2)cc1OCc1ccccc1
→ 7	2	-0.57	-3	2	-2	8	0.5	-19
44	Cc1ccc(C(=O)NCCCn2ccnc2)cn1
→ 4	1	0.79	1	0	-3	18	0.1	-19[20 µM]
45	Cc1nn(-c2cccc(Cl)c2)c2c1C(c1cccnc1)C(C#N)=C(N)O2 (stereo unspecified)
→ 4	4	-0.88	1	16*	5	14	0.7	-15
46	COc1ccc(-c2nn(-c3ccccc3)cc2/C=N/NS(=O)(=O)c2ccccc2)cc1
→ -2	0	0.0068	-1	1	7	-2	0.2	-3[20 µM]
47	O=C(Nn1c(-c2ccccc2)nc2ccccc2c1=O)c1ccco1
→ 2	0	·	3	7	-1	9	1.4	-27
48	COC(=O)c1sccc1NC(=S)N1C(C)CCCC1C (stereo unspecified)
→ -1	6	-1.4	-1	2	1	3	0.4	-3
49	O=C1CCC(=O)N1CCOP1(=O)COc2ccccc2OC1
→ 3	2	·	-2	4	0	16	0.6	-7
50	CCn1cc(C(=O)NCCCN2CCCC(C)C2)c(=O)c2cc(S(=O)(=O)N3CCc4ccccc4C3)ccc21 (stereo unspecified)
→ -1	0	1.3	-8	2	-1	4	-0.3	-4
51	Cc1c(C(=O)N/N=C/c2ccc(N(C)C)cc2)[nH]c2ccc(Cl)cc12
→ -6	-1	0.34	-6	-3	-20	-4	0.6	-10
52	CCOC(=O)C1CCN(S(=O)(=O)c2c(C)[nH]c(=O)[nH]c2=O)CC1
→ 5	-1	-1.1	-9	1	0	4	1.7	-18
53	Cc1c(C(=O)Nc2ccccc2)sc2nc(-c3ccccc3)cn12
→ 3	3	-1.1	0	7	5	14	-0.6	-9[20 µM]
54	CCOC(=O)Nc1ccc2c(c1)N(C(=O)CCN(C)C)c1ccccc1S2
→ 1	-4	-0.66	-6	3	4	4	-0.5	-13
55	O=C(CCc1nnc(C2CCCCC2)o1)N1CCC(Oc2cccnc2)CC1
→ -6	1	0.42	-9	-5	-2	6	-0.9	-13
56	O=C(NNC1OC(CO)C(O)C(O)C1O)c1cccc(Br)c1 (stereo unspecified)
→ -2	-1	0.32	2	3	-1	-2	1.9	-24
57	O=C(Nc1ccc2ncccc2c1)c1cc(Cl)ccc1Cl
→ 0	-1	-3.8	0	4	-1	2	-0.9	-6
58	Cc1cccc(C)c1NC(=O)CCCSc1nnnn1C
→ -7	-3	0.32	-7	-3	-1	-13	2.2	-24
59	Cc1c(CCOC(=O)c2cc([N+](=O)[O-])ccc2Cl)sc[n+]1CCCCS(=O)(=O)[O-]
→ 40	1	1.2	25	-5	20	26	0.8	-2
60	COc1ccc(Cl)cc1NC(=O)N1CCN(c2ccccc2OC)CC1
→ -8	-1	-0.45	-1	6	-6	6	-0.4	-12
61	COc1ccc(N2C(=O)CC(N3CCN(S(=O)(=O)c4ccc(Cl)cc4)CC3)C2=O)cc1 (stereo unspecified)
→ 1	5	-0.41	·	4	1	5	-0.1	-30
62	O=C(O)CCCC(=O)N1CCc2cc(S(=O)(=O)NCc3ccc(F)cc3)ccc21
→ 0	1	1.7	7	-4	-3	6	0.3	-19

# Among those listed so far, these have an aryl thioether with sulfur outside any ring.
# Each structure is followed by: FXIa inh 1536	Wee1 degr inh	KCC2 mod	Thrombin inh	p97 inhibitor	hK5 inh	FXIIa inh	PERK inh	Furin inhibitor
6	COc1ccc(-c2nnc3ccc(SCC(=O)NCc4ccco4)nn23)cc1OC
→ -10	-1	-0.59	2	7	-29	10	-0.6	-28
11	CN(C(=O)CSc1nc2cc(Cl)ccc2c(=O)n1Cc1ccco1)C1CCS(=O)(=O)C1 (stereo unspecified)
→ -5	-1	12*	0	3	-10	1	-0.3	-19
13	CCOC(=O)c1c(CSc2ccc(C)cc2)oc2ccc(O)cc12
→ 5	1	-0.16	-6	3	-16	14	-0.1	-5
15	Fc1cccc(CSc2nc3ncccc3[nH]2)c1
→ 9	-3	-0.24	-1	2	-3	17	0.8	-18[20 µM]
30	COc1ccc(C(=O)COC(=O)c2cccnc2SC)cc1
→ -3	-2	0.63	1	2	-3	6	1.7	-17
36	CN(CC(=O)Nc1ccccc1Cl)C(=O)CSc1nnc(-c2ccco2)o1
→ 2	0	-4e-05	-4	1	-25	-6	0.9	-30
40	O=C(CSc1ccc(-c2ccc(F)cc2)nn1)Nc1ccc2c(c1)OCCO2
→ 8	-1	-1.3	-5	-1	-4	8	0.9	-23
58	Cc1cccc(C)c1NC(=O)CCCSc1nnnn1C
→ -7	-3	0.32	-7	-3	-1	-13	2.2	-24
